# DRD3 antagonist = qHTS of D3 Dopamine Receptor Antagonist: qHTS; max response, negative = inhibition, %; AID 652054, 2013; 360,000 tested, 2.5% active; D3R cells, DiscoveRx beta-arrestin luminescence, antagonist mode; active compounds read low; D(3) dopamine receptor (Homo sapiens), P35462; in the data active = max response below about -50%; inconclusive = no clear call, values can overlap the other calls; note: % is set by controls: 0 for no effect and ±100 for the full control effect; mostly tested at two doses, the higher about 12 µM
#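 Cells expressing the human receptor were seeded at 1500 cells/well, incubated overnight at 37 degrees C in 5% CO2, then exposed to library compounds with dopamine controls for 90 minutes at 37 degrees C before luminescent detection.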
# FUS suppressor = qHTS for Suppressors of FUS Proteinopathy: Primary screen using FUS-linked yeast assay | S. cerevisiae FUS-expressing, growth rescue, OD600, 24 h | Potency, µM (highest dose often 76.6 µM), without a hit: at the top dose growth rescue (activation), hits mostly activators | 390,000 tested, 0.24% active | AID 1347120, 2019;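 note: potency is the fitted concentration of half-maximal effect; plate controls were DMSO vehicle for no effect and reference control for full effect; nearly all actives have a fitted effect of over 55% in size; some results filed as inactive show a strong effect at the top dose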
#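 Compound concentration series was pinned onto galactose-induced FUS-expressing yeast seeded at OD 0.005. Plates sat 24hr at 30C; absorbance at 600 nm gave growth. DMSO served as background control.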
# aSyn yeast inh = qHTS of alpha-syn Inhibitors | Yeast expressing alpha-synuclein, growth rescue, BacTiter-Glo, 24 h | Potency, µM (top dose mostly 46.1 µM), inactives show at the top dose growth rescue (activation), most hits filed as activators | 370,000 tested, 0.14% active; note: potency is the fitted concentration of half-maximal effect; % of control where 0% means no effect; nearly all actives have a fitted effect of over 65% in size
#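 Galactose-induced alpha-syn yeast (OD600=0.02, raffinose-pregrown) + pinned cpd, 24 hr, 30 deg C; growth by BacTiter-Glo luminescence. Growth restoration scores as activation.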
# Abeta rescue = qHTS for compounds that reverse cellular toxicity of Amyloid beta (A-beta) peptide in yeast: Primary Screen; yeast expressing A-beta42, growth rescue, OD600, 48 h; response scale: 0% DMSO, 100% iron-clioquinol control; Potency, µM (top dose mostly 46.1 µM), for inactives: at the highest dose growth rescue, actives largely listed as activators; 410,000 tested, 0.063% active; AID 1347071, 2019; note: potency is the fitted concentration of half-maximal effect; nearly all actives have a fitted effect of over 55% in size
#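 Yeast A-beta toxicity model in growth medium with pinned compounds, 48 h at 30 C; growth read as absorbance at 600 nm. Normalized to FeCl3/clioquinol equimolar mix (positive) and DMSO (negative).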
# TDP-43 yeast inh = qHTS of TDP-43 Inhibitors. Potency, µM (highest dose often 46.1 µM), for inactives: top-dose growth rescue (activation), usual class: activators. TDP-43 expressing yeast growth rescue, BacTiter-Glo, 24 h. 410,000 tested, 1.8% active; note: potency is the fitted concentration of half-maximal effect; % of control where 0% means no effect; nearly all actives have a fitted effect of over 50% in size
#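 Galactose-induced TDP-43 yeast, OD600=0.02, compound pinned; 24 hr, 30 deg C; BacTiter-Glo luminescence for growth. Inhibitors of TDP-43 toxicity read as activators.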
# GLP-1R agonist = qHTS of GLP-1 Receptor Agonists; HEK293 GLP-1R CRE-luciferase, luminescence, 4-6 h; cells express a hypersensitive GLP-1R form; Glucagon-like peptide 1 receptor (Homo sapiens), P43220; Potency, µM (highest dose often 45.6 µM), for inactives: at the highest dose activation, actives largely listed as activators; AID 624172, 2012; 380,000 tested, 0.007% active; note: potency is the fitted concentration of half-maximal effect; % of control where 0% means no effect
# Target sequence (P43220 whole entry, looked up): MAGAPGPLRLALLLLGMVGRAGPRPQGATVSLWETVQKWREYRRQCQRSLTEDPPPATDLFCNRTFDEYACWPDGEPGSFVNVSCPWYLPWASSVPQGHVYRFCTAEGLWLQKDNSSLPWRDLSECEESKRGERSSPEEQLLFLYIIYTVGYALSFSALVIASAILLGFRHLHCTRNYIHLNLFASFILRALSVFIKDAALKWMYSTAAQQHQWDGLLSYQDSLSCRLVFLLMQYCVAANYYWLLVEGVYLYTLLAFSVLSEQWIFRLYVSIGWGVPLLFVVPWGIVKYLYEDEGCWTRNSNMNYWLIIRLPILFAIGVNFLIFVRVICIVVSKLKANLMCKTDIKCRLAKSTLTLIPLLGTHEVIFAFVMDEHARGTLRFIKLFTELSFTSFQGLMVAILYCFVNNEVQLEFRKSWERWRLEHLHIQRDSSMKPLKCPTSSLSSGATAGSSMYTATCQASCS
# GLP1R inv ag = qHTS of GLP-1 Receptor Inverse Agonists (Inhibition Mode); 410,000 tested, 1.6% active; Glucagon-like peptide 1 receptor (Homo sapiens), P43220; Potency, µM (doses to about 38.3 µM), for inactives: at the highest dose activity change, negative = inhibition, actives largely listed as inhibitors; HEK293 GLP-1R CRE-luciferase, luminescence, 24 h; GLP-1R form is constitutively active; note: potency is the fitted concentration of half-maximal effect; % is set by controls: 0 for no effect and ±100 for the full control effect; nearly all actives have a fitted effect of over 55% in size
#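 Luminescence readout: a drop in cAMP-driven luciferase signal flags inverse agonism at a constitutively active GLP-1R stably expressed in HEK293. Compound exposure lasted 24 hr at 37 deg C, 5% CO2.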
# PTHR1 ag = qHTS for PTHR1 Agonists: Primary Screen; HEK293 GP2 PTHR1 cells, GloSensor cAMP luminescence, 1 h; Potency, µM (series often up to 115 µM), inactives show top-dose activation, most hits filed as activators; 410,000 tested, 0.075% active; AID 743266, 2014; note: potency is the fitted concentration of half-maximal effect; nearly all actives have a fitted effect of over 55% in size; some results filed as inactive show a strong effect at the top dose; inactives centre near -15; many of its hits are not listed in these tables
# Target sequence (Q03431 whole entry, looked up): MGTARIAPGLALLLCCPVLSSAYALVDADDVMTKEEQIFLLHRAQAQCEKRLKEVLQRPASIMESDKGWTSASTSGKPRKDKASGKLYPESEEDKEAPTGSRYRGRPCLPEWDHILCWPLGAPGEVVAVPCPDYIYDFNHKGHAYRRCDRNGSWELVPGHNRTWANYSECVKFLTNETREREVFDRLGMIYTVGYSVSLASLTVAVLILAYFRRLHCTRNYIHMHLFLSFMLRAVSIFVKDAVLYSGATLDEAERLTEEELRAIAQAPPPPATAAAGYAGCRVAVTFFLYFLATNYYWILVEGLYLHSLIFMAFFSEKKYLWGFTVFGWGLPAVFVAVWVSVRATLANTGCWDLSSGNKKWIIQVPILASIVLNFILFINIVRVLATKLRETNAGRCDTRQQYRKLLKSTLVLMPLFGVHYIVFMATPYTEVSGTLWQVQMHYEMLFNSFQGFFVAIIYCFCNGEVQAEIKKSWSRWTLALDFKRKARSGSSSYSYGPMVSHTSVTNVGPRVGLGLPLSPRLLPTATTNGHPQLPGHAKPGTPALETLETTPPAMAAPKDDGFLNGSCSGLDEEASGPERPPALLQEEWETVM
#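 HEK-293-derived GP2 cells expressing PTHR1 and a GloSensor cAMP reporter, 3,000/well, plated overnight, given luciferin plus IBMX (each 0.5 mM as added) for 1 h at 37 °C, then compound for 1 h at 37 °C. Luminescence was read after 15 min at room temperature.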
# pAkt inh = HTS Assay for Inhibitors of Akt Phophorylation: Primary Screen. Neuro2A IGF-stimulated pAkt S473 HTRF, 20 min; active compounds read low. AID 651550, 2012. activity change, % for hits at 50 µM. 360,000 tested, 0.32% active; in the data active = activity change below about -80%; inconclusive = mostly about -51% to -80%; note: % is set by controls: 0 for no effect and ±100 for the full control effect
#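 Neuro2A cells (4,500/well, DMEM with 0.5% FBS) were treated with compound at a single 50 µM final concentration, stimulated with 6 nM IGF for 20 min at 37 °C, and lysed. Phospho-Akt Ser473 was read by HTRF as 665/615 ratio ×10^4.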
# * = called active by the depositor; i = inactive; ? = inconclusive; · = not tested or not shown; [ ] = remark or other dose. Unless noted, calls come from the whole dose curve; as a rule, active = well fitted curve in the direction sought with a large enough effect; inconclusive = small, poorly fitted or top-dose-only effect, or another doubt; inactive = no such curve, though single readings can be large; an effect the other way counts as inactive or inconclusive. These rows are one share of the data. The share of hits here may be higher or lower than overall.
SMILES,DRD3 antagonist,FUS suppressor,aSyn yeast inh,Abeta rescue,TDP-43 yeast inh,GLP-1R agonist,GLP1R inv ag,PTHR1 ag,pAkt inh
Cc1nc2nc(C)c(CCC(=O)NC3CCCCC3)c(C)n2n1,7.1,3.0%,-7.9%,-0.3%,-2.6%[0.397 µM],3.9%,3.2%,i,i
C=C(C)Cn1c(SCC(=O)O)nnc1-c1ccccc1,13.1,0.3%,12.9%,6.9%,6.1%,-7.8%,4.7%,-2.2%[57.5 µM],i
Cc1cc(C(=O)COc2cccnc2[N+](=O)[O-])c(C)n1-c1ccccc1,3.7,26.5%,0.5%,5.7%,12.4%,6.0%,-16.7%,-32.0%[inhibitor],i
COc1ccc(CC(=O)NCC2CCCN(Cc3cccc(C(F)(F)F)c3)C2)cc1 (stereo unspecified),-0.2,13.4%,18.4%,20.9%,7.1%,1.3%,?,i,i
O=C(CCCn1nnc2ccccc2c1=O)N[C@H](C(=O)O)c1ccccc1,20.6,-2.9%,1.7%,-4.8%,-4.5%,-6.2%,16.7%,-20.7%,i
CN(C)S(=O)(=O)c1ccc(C(=O)OCCn2cnc3c2c(=O)n(C)c(=O)n3C)cc1,-6.8,11.2%,-0.9%,-3.3%,-23.0%,13.9%,-0.6%[0.307 µM],-8.3%,i
Cc1ccc(-c2nc3c(Cl)cc(C(F)(F)F)cn3c2Cc2cccc(Cl)c2)cc1,50.6,-10.0%,1.5%,12.6%,28.6%,7.4%,8.3%,-6.0%,i
CC1Cc2cc(S(=O)(=O)CCC(=O)NC3CCCCC3)ccc2N1C(=O)C1CC1 (stereo unspecified),27.0,18.3%,0.0%,8.1%,4.7%,1.0%,-0.8%,-14.7%,i
Cc1ccc2cc(NC(=O)C3(C)CCN3CC(C)C)ccc2n1 (stereo unspecified),14.0,-16.1%,-2.6%,2.2%,15.2%,18.8%,-24.2%,-22.3%,i
O=C1C2C3C=CC(C4CC34)C2C(=O)N1Cc1ccccc1 (stereo unspecified),4.5,-0.5%,0.5%,0.5%,-8.8%,3.3%,-15.5%,-0.5%,i
c1ccc(OCCCn2nnc(-c3ccc(N4CCOCC4)cc3)n2)cc1,-20.8,-5.8%,-9.6%,-18.3%,-15.7%,2.5%,11.9%,19.6%[57.5 µM],i
COc1cc(/C=C2\C(=N)N3N=C(N4CCOCC4)SC3=NC2=O)ccc1OC(=O)c1ccccc1,-2.9,?,-10.1%,-14.6%,36.1%,0.0%,-4.6%,-44.5%[inhibitor],i
Cc1cc2cc(C)c3nnc(SCC(=O)NCc4ccc5c(c4)OCO5)n3c2cc1C,-27.3,-9.1%,·,1.3%,?,3.1%,3.3%,i,·
CC(Oc1cccc(Cl)c1)C(=O)Nc1ccc([N+](=O)[O-])cn1 (stereo unspecified),-24.8,·,-3.4%,34.1%,12.6µM*,-7.3%,-25.8%,-9.5%,i
COc1cc(NC(=O)CCn2c(-c3ccccc3)cc(C(C)=O)c2C)cc(OC)c1,·,4.2%,·,2.5%,18.3%,·,-19.3%,-4.9%,·
Cc1ccc([C@H]2C(C(=O)O)=CCN2S(=O)(=O)c2ccc(C)cc2)cc1,-15.2,9.2%,4.6%,-8.8%,10.3%,·,22.4%,-14.8%,i
CC(=CC(=O)c1ccccc1)c1ccccc1,2.9,10.2%,-3.3%,11.0%,-10.4%,21.5%,-6.1%,i,i
Cc1ccc(N(C(=O)c2ccccn2)C2(C(=O)NC3CCCC3)CCCCC2)cc1,-4.6,38.3%,3.0%,12.9%,19.6%,-9.6%,-10.9%,-0.9%,i
CCCCC(=O)Nc1ccc(NC(=O)c2ccco2)cn1,7.9,12.6%,-9.4%,3.9%,-2.9%,1.4%,13.6%,i,i
COCCSc1nnc(NC(=O)C(C)(C)C)s1,-4.0,6.8%,4.6%,22.5%,0.6%,-5.3%,8.4%,-10.1%,i
CCOc1ccc(N=C(NC#N)SCC(=O)NC2CC2)cc1,-25.6,29.3%,-1.4%,-35.6%[inhibitor],-14.8%,-14.0%,0.8%,i,·
CSc1nc2nc3c(cc2c(=O)n1-c1cccc(C)c1)COC(C)(C)C3,6.7,-25.6%,5.3%,-13.7%,14.0%,-0.2%,9.7%,-36.6%[inhibitor],i
CCc1nc2c(OCCC3CCCCC3)cccn2c1N(C)C(=O)c1ccncc1,21.5,5.1%,-9.7%,11.0%,18.7%,-1.3%,-18.8%,6.7%,i
CC(C)C(c1nnnn1C(C)(C)C)N1CCOCC1 (stereo unspecified),-61.0*,8.3%,-13.5%,1.5%,-9.3%,-2.4%,0.6%,i,i
COc1cc(OC)c(OC)cc1CN1CCN(Cc2ccc(SC)cc2)CC1,-25.9,5.6%,-1.9%,-19.4%,-14.6%,-0.3%,?,-33.6%[inhibitor],i

# Limited to DRD3 antagonist and FUS suppressor, for some of the entries so far:
mol,DRD3 antagonist,FUS suppressor
COc1cc(NC(=O)CCn2c(-c3ccccc3)cc(C(C)=O)c2C)cc(OC)c1,·,4.2%
Cc1ccc(N(C(=O)c2ccccn2)C2(C(=O)NC3CCCC3)CCCCC2)cc1,-4.6,38.3%

# (more compounds)
SMILES,DRD3 antagonist,FUS suppressor,aSyn yeast inh,Abeta rescue,TDP-43 yeast inh,GLP-1R agonist,GLP1R inv ag,PTHR1 ag,pAkt inh
O=C(COC(=O)c1ccc(Cl)cc1O)Nc1cccnc1Cl,4.3,-6.1%,3.5%,-11.5%,-11.0%,9.8%,-20.9%,-14.1%,i
CCN(CC)CCNC(=O)c1ccc(NC2=NC3CS(=O)(=O)CC3S2)cc1 (stereo unspecified),18.3,-19.7%,4.8%,17.2%,17.8%,-6.9%,11.0%,3.7%,i
CC(C)(C)NC(=O)c1ccc2c(c1)N(CC(=O)NC1CCCC1)C(=O)C(C)(C)O2,-27.2,-20.6%,-1.5%,-16.3%,-5.3%,9.1%,16.0%,i,i
COc1ccccc1Nc1nnc(SCC(=O)NC2CC2)s1,14.0,-24.3%,-8.8%,-15.4%,1.4%,-2.6%,34.4%[activator],-23.3%,i
CCOC(=O)COn1c(=O)c(-c2ccc(OCC)cc2)[n+]([O-])c2ccccc21,-10.1,10.3%,-9.4%,-16.5%,11.6%,-4.2%,4.4%,i,i
Cc1ccc(-c2n[nH]c(=O)c3ccccc23)cc1S(=O)(=O)NC(C)(C)C,9.8,-0.4%,5.6%,-5.8%,-3.0%,-5.5%,94.8%[activator],-20.9%,i
Cc1ccc(C(=O)N/N=C/c2cccnc2)cc1Cl,-23.4,-32.5%,-6.4%,-5.7%,-1.5%,1.0%,8.6%,-19.9%,i
Cc1ccc(NC(=O)CC2(CC(=O)O)CCCC2)cc1,-0.2,18.5%,1.2%,-5.2%,9.4%,-2.4%,30.5%[activator],-22.6%,i
Cc1ccc2cc(C#N)c(SCC(=O)N3CCCC3)nc2c1,-3.4,10.1%,0.6%,-19.4%,-26.7%,11.6%,51.2%[activator],i,i
CC1(C)Cc2c(cnn2-c2cccc(F)c2)C(NC(=O)c2cc[n+]([O-])cc2)C1 (stereo unspecified),7.6,-7.0%,12.4%,-2.8%,-0.1%,-6.5%,11.1%,i,i
CCCc1cc(=O)[nH]c(SCC(=O)NC2CCCCC2)n1,17.6,-10.2%,4.4%,-0.5%,-10.9%,-3.3%,0.0%,-19.6%,i
O=c1c2cn[nH]c2[nH]c(=S)n1-c1ccccc1Cl,?,19.1%,-3.6%,-19.3%,-5.0%,0.0%,7.1%,28.5%,i
COCC(C)n1c(C)cc(C(=O)COC(=O)CCc2nc3ccccc3c(=O)[nH]2)c1C (stereo unspecified),6.0,17.5%,0.3%,-15.0%,·,0.0%,-5.7%,-14.5%,i
Cc1cccc(NC(=O)CN2C(=O)S/C(=C\c3ccc(-c4cccc(C(=O)O)c4C)o3)C2=O)c1,-8.9,31.1%,-4.1%,1.0%,-22.8%,0.4%,-6.6%,-0.1%,i
CCCc1cc(=O)[nH]c2nnc(SCC(=O)Nc3nnc(CC)s3)n12,-14.7,11.1%,-3.1%,-6.5%,0.4%,-4.2%,2.1%,10.6%,i
COC(=O)CSc1nnc(-c2cnccn2)n1C,-27.9,25.3%,-0.3%,2.7%,-6.0%,-6.4%,6.4%,i,i
O=C(NCc1ccc(F)cc1)c1cccnc1C(=O)O,?,4.2%,-0.1%,-8.3%,-7.7%,-0.8%,14.1%,-0.7%,i
CCOc1cccc2sc(N(CCN(CC)CC)C(=O)c3cccc(N4C(=O)CCC4=O)c3)nc12,-26.2,1.5%,7.4%,0.1%,18.7%,-9.1%,?,-12.1%,i
COc1ccc(N2CCN(C(=O)c3ccccc3N(C)S(=O)(=O)c3ccccc3)CC2)cc1,21.7,·,8.6%,7.8%,0.0%,0.7%,-15.3%,i,i
Cc1c(C(=O)N2CCCCCC2)c(S(=O)(=O)Nc2ccc(F)cc2)c(C)n1C,13.0,-9.5%,-4.0%,0.9%,-8.0%,1.7%,-1.9%,i,i
CC(C)NC(=O)C1CCN(Cc2cccc(Oc3ccccc3)c2)CC1,?,-21.7%,-0.2%,-5.4%,-4.8%,0.4%,-16.7%,-11.4%,i
CC(=O)Nc1c(C)nn(-c2ccccc2)c1N1CCC(C(=O)NCc2cccc(Cl)c2)CC1,·,-0.9%,·,3.4%,0.0%,·,8.7%,-10.3%,·
